L3MBTL1 inh = qHTS Assay for the Inhibitors of L3MBTL1; AID 485360, 2010; 230,000 tested, 0.66% active; AlphaScreen L3MBTL1–H3K9me1 peptide binding; Potency, µM (highest dose often 57.1 µM), without a hit: top-dose activity, negative = inhibition, most hits filed as inhibitors; note: nearly all actives have a fitted effect of over 60% in size
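L3MBTL1 50 nM + b-AHA-H3(1-15)K9me1 75 nM, 30 min RT; compound added, 30 min RT; streptavidin donor/Ni-chelate acceptor beads 10 ug/mL each final, 30 min RT dark; AlphaScreen read.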
RECQ1 helicase = qHTS Assay for Inhibitors of RecQ-Like Dna Helicase 1 (RECQ1); RECQ1 DNA unwinding, red fluorescence kinetic read; Potency, µM (series often up to 57.3 µM), inactives show at the top dose activity, negative = inhibition, usual class: inhibitors; 240,000 tested, 0.54% active; AID 2549, 2010;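 note: plate controls were vehicle for no effect and no enzyme for full effect; nearly all actives have a fitted effect of over 30% in size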
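50 nM RECQ1T1 preincubated 15 min with compound in Tris pH 8.0 buffer with MgCl2, DTT, Tween-20 and 2.5 ug/ml poly(dI-dC); started with 200 nM TAMRA/BHQ-2 forked duplex and 2 mM ATP. Unwinding read as fluorescence (525/598 nm), two reads 2 h apart.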
Tau ThT inhib = qHTS for Inhibitors of Tau Fibril Formation, Thioflavin T Binding. Microtubule-associated protein tau (Homo sapiens), P10636. recombinant tau K18 P301L, heparin-induced fibrillization, ThT fluorescence. Potency, µM (titrated, usually from 57.4 µM), for inactives: at the highest dose activity, negative = inhibition, actives largely listed as inhibitors. 270,000 tested, 2.1% active. AID 1460, 2008; note: nearly all actives have a fitted effect of over 55% in size
Target sequence (P10636 561-689 P618L limits assumed): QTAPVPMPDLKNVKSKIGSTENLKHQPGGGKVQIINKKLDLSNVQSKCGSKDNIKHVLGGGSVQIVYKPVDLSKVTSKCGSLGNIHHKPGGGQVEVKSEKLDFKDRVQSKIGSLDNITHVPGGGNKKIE
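Using a mix of unlabeled (15 uM) and Alexa 594-labeled (0.24 uM) tau K18 P301L, heparin-triggered fibrillization over 6 hr at 37 C was scored by ThT fluorescence.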
RGS12 GoLoco inh = qHTS Assay for Inhibitors of RGS12 GoLoco Motif Activity (Red Fluorophore); Gai1:RGS12 GoLoco peptide FP, rhodamine, 10 min; AID 880, 2007; Guanine nucleotide-binding protein G(i) subunit alpha-1 (Homo sapiens), P63096; Potency, µM (highest dose often 61.6 µM), for the others: at the top dose activity, negative = inhibition, most hits filed as inhibitors; 230,000 tested, 0.44% active; active = well fitted inhibition curve with a large enough effect, not every such curve was filed as active; inactive = no such curve, though single readings can be large or run the other way; note: nearly all actives have a fitted effect of over 30% in size; many of its hits are not listed in these tables
Target sequence (P63096 whole entry, looked up): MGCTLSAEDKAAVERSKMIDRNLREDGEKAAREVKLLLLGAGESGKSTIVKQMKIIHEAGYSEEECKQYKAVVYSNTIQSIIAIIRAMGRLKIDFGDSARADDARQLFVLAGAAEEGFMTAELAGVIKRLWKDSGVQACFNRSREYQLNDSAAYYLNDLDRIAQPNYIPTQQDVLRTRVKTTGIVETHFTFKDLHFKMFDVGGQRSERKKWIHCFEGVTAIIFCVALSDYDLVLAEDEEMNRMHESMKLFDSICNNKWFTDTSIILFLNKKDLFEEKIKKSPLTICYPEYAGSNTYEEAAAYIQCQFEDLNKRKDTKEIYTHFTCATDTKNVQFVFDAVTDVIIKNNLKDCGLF
Tau FP inhib = qHTS for Inhibitors of Tau Fibril Formation, Fluorescence Polarization | 280,000 tested, 0.39% active | Potency, µM (doses to about 57.7 µM), without a hit: top-dose activity, negative = inhibition, most hits filed as inhibitors | Microtubule-associated protein tau (Homo sapiens), P10636 | AID 1468, 2008 | K18 P301L tau heparin fibrillization, Alexa594 FP, 6 h; note: nearly all actives have a fitted effect of over 55% in size
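Quantitative HTS format: compounds meet 15 uM recombinant K18 P301L tau and Alexa 594-tau tracer in 100 mM sodium acetate pH 7; 20 uM heparin triggers fibrillization at 37 C over 6 hr; FP gives the signal.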
TexasRed fluor = Total Fluorescence Counterscreen for Inhibitors of the Interaction of Thyroid Hormone Receptor and Steroid Receptor Coregulator 2 | AID 1479, 2009 | Potency, µM (titrated, usually from 106 µM), for the others: top-dose fluorescence change, negative = quenching | 280,000 tested, 0.29% active | TRb/SRC2 Texas Red total fluorescence interference; active = well fitted curve in either direction with a large enough effect; inconclusive = small, poorly fitted or top-dose-only effect
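Flags fluorescent or light-absorbing compounds by total fluorescence, S + 2P, at 555 nm excitation and 632 nm emission. Mixture: 20 nM Texas Red SRC2 peptide, 0.6 uM human TRb LBD, 1 uM T3, 5% DMSO; compound exposure 5 h at ambient temperature.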
TRb-SRC2 inh = qHTS for Inhibitors of the Interaction of Thyroid Hormone Receptor and Steroid Receptor Coregulator 2 | Thyroid hormone receptor beta (Homo sapiens), P10828 | TRbeta-SRC2 peptide binding, fluorescence polarization; receptor liganded with 1 µM T3 | Potency, µM (titrated, usually from 106 µM), for the others: at the top dose activity change, negative = inhibition, usual class: inhibitors | 280,000 tested, 0.065% active | AID 1469, 2008;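 note: plate controls were bound peptide for no effect and peptide without receptor for full effect; nearly all actives have a fitted effect of over 50% in size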
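A fluorescence polarization screen tested compounds at multiple concentrations against complex formation between 0.6 uM TRb ligand-binding domain and 20 nM Texas Red SRC2 peptide, with 1 uM T3 present; readout after 5 hr.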
JMJD2E inh = qHTS Assay for Inhibitors of Human Jumonji Domain Containing 2E (JMJD2E); AID 2147, 2009; Lysine-specific demethylase 4E (Homo sapiens), B2RXH2; JMJD2E catalytic domain, FDH-coupled NADH fluorescence (FDH is formaldehyde dehydrogenase); Potency, µM (series often up to 57.1 µM), for the others: at the highest dose activity change, negative = inhibition, hits mostly inhibitors; 230,000 tested, 1.6% active; active = well fitted inhibition curve with a large enough effect, not every such curve was filed as active; inconclusive = small, poorly fitted or top-dose-only effect, or another doubt; inactive = no such curve, though single readings can be large or run the other way;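 note: 0% = wells with enzyme and -100% = buffer wells without enzyme; nearly all actives have a fitted effect of over 50% in size; many of its hits are not listed in these tables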
Target sequence (B2RXH2 1-337 limits assumed): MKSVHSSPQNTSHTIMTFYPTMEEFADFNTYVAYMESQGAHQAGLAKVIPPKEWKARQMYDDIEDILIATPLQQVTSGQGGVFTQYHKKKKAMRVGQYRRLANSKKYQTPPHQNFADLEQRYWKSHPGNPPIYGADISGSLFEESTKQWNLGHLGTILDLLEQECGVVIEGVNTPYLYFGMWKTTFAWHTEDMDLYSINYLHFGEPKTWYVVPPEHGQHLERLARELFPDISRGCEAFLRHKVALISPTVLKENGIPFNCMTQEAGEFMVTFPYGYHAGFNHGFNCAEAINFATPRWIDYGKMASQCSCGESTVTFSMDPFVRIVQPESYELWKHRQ
An asterisk follows results filed as active; i = inactive; ? = inconclusive; / = not tested or not shown; & = joins results of further samples; [ ] = dose if it differs, or a comment. Unless noted, calls come from the whole dose curve; as a rule, active = well fitted curve in the direction sought with a large enough effect; inconclusive = small, poorly fitted or top-dose-only effect, or another doubt; inactive = no such curve, though single readings can be large; an effect the other way counts as inactive or inconclusive. Unless noted, % is set by controls: 0 for no effect and ±100 for the full control effect; potency is the fitted concentration of half-maximal effect. Some of the compounds tested; the hit share may differ from the screen's.

SMILES	L3MBTL1 inh	RECQ1 helicase	Tau ThT inhib	RGS12 GoLoco inh	Tau FP inhib	TexasRed fluor	TRb-SRC2 inh	JMJD2E inh
Cc1cccc(CNc2ncncc2-c2cccc(NS(C)(=O)=O)c2)c1	/	-19.3%	-13.3%	-7.2%	-7.8%	-11.9%	0.4%	?
Cc1noc(C)c1CN1C(=O)NC2(CCc3ccccc3C2)C1=O (centres undefined)	11.5%	-14.0%	2.1%	-2.7%	8.0%	-0.2%	-4.5%	8.0%
CCOC(=O)c1[nH]c(COC(=O)c2ccccc2NC(=O)c2ccco2)c(C(=O)OCC)c1C	1.4%	i	-11.6%	15.8%	2.9%	-0.7%	2.1%	?
CC(CNC(=O)Cn1ccc2cc(S(=O)(=O)N3CCCCCC3)ccc21)c1ccccc1 (centres undefined)	/	/	-1.0%	/	0.5%	-1.3%	2.3%	/
CCCCCC(=O)Nc1ccc(N2CCN(C(=O)CCC)CC2)cc1	-0.3%	7.2%	?	-9.3%	-9.6%	-4.2%	-3.1%	-2.8%
Cc1nc(-c2ccccn2)sc1C(=O)Nc1ccc(F)cc1F	7.4%	-3.6%	-14.1%	5.4%	6.4%	3.0%	5.7%	-8.8%
CCN(CC)C(=O)C1CCCN(c2ncnc3onc(C)c23)C1 (centres undefined)	/	/	3.9%	/	-0.3%	0.3%	9.0%	/
Oc1oc(-c2ccccc2)nc1C=NCc1ccncc1	1.0%	i	-8.4%	5.2%	5.9%	1.9%	-2.2%	5.1%
O=C(C1CCCN(S(=O)(=O)c2cccc3nonc23)C1)N1CCN(c2ccccc2)CC1 (centres undefined)	/	-2.4%	-15.3%	-3.6%	8.4%	-3.0%	-16.6%	2.7%
O=C(CSc1nccn1Cc1ccc(F)cc1)Nc1nc2ccccc2s1	/	/	-6.0%	/	-8.4%	-0.5%	-0.6%	/
COc1ccc2c(c1)CCc1cn3nc(C)cc3nc1-2	110.0%[activator]	-0.6%	?	-51.8%	0.0%	10.8%	-6.8%	?
O=C(NCc1ccc(N2CCCC2=O)cc1)Nc1ccccc1	2.8%	-4.2%	5.5%	-5.0%	8.2%	-2.4%	-18.2%	8.1%
COC(=O)C1=C(C(=O)OC)[C@@H]2N(C)c3ccccc3[C@@]23C[C@@H](CO)N(C(=O)NCCBr)C3=N1	/	-3.8%	-10.1%	10.2%	6.2%	0.4%	5.7%	4.4%
O=c1[nH][nH]c2cc(=O)n(-c3ccc(Cl)cc3)nc12	?	-20.9%	?	2.5%	-10.4%	-8.2%	3.2%	-6.9%
Cc1ccc(N2CCN(CCCCN3C(=O)C4CCCN4C3=O)CC2)cc1 (centres undefined)	3.1%	-1.9%	0.7%	-10.3%	7.7%	-6.8%	-4.0%	?
COCc1cc(=O)[nH]c(=S)[nH]1	-2.0%	1.6%	?	2.1%	3.0%	-3.5%	-1.8%	7.8%
COc1cccc(CNC(=O)c2oc3ccc4c(c3c2C)C(=O)CC(C)(C)O4)c1OC	/	/	-17.0%	/	1.8%	1.6%	-3.2%	/
COc1cc2c(cc1OC)C1(CCCCC1)CN(C)C2	/	-5.2%	-10.1%	17.8%	-2.9%	-1.7%	3.4%	?
CCOC(=O)c1c(-c2ccccc2)csc1NC(=O)c1cccc(N2C(=O)CCC2=O)c1	0.2%	4.6%	-4.1%	1.6%	?	0.7%	-4.9%	/
COC(=O)[C@H](Cc1ccccc1)NC(=O)NCCC1=CCCCC1	/	-5.4%	-9.8%	6.5%	-10.8%	-2.3%	0.4%	11.5%
Cc1cc(F)ccc1NCc1ccccc1[N+](=O)[O-]	-26.6%	12.6%	?	6.2%	-0.9%	-1.3%	6.1%	-9.1%
NS(=O)(=O)c1ccc(CCNC(=O)[C@@H]2CCCN2S(=O)(=O)c2ccccc2F)cc1	5.9%	-10.1%	0.2%	3.3%	-2.4%	1.4%	-4.2%	6.2%
Nn1c(SCc2ccccc2F)nnc1-c1ccncc1	-5.4%	-0.4%	-5.2%	-0.1%	-5.2%	-1.4%	9.4%	-5.4%
O=C(Nc1nccs1)C1CCN(S(=O)(=O)c2cnc[nH]2)CC1	/	5.0%	2.2%	-1.4%	3.7%	2.7%	9.6%	-12.7%
COc1cc(NS(=O)(=O)c2ccc3c(c2)CC(=O)N3)cc(OC)c1OC	/	/	-4.6%	/	-6.7%	0.6%	-5.3%	/
Remaining list, next part:
SMILES	L3MBTL1 inh	RECQ1 helicase	Tau ThT inhib	RGS12 GoLoco inh	Tau FP inhib	TexasRed fluor	TRb-SRC2 inh	JMJD2E inh
CC(C)N(C(=O)CO/N=C/c1cccc([N+](=O)[O-])c1)C(C)C	?	-1.2%	-11.9%	7.5%	1.9%	-2.4%	-8.5%	2.5%
O=c1c2cc3c(cc2n(Cc2cccc(Cl)c2)c(=O)n1Cc1nc(-c2ccccc2)no1)OCO3	/	/	7.3%	/	?	0.4%	-8.4%	/
CC1CC(C)CN(S(=O)(=O)N2CCC(C(=O)NCCC3=CCCCC3)CC2)C1 (centres undefined)	/	-4.8%	-6.5%	9.2%	6.9%	0.1%	-3.9%	0.6%
O=C(Cn1nnc2ccccc21)Nc1ccc([N+](=O)[O-])cc1	/	i	-10.1%	-6.5%	-3.3%	-2.4%	-14.0%	-3.1%
CCC(C)NS(=O)(=O)c1ccc(S(=O)(=O)N(CC(=O)Nc2ccccc2)CC2CCCO2)cc1 (centres undefined)	/	13.9%	-9.0%	5.7%	1.3%	-1.4%	-2.1%	8.6%
O=C(O)c1ccc(Nc2ncc([N+](=O)[O-])cc2[N+](=O)[O-])cc1	-10.9%	i	-11.5%	5.1%	3.5%	-0.8%	0.4%	-11.1%
COc1ccc(C2=NOC3(CC(=O)N(c4ccc(C)cc4)C3=O)C2)c(OC)c1 (centres undefined)	-3.8%	i	-11.3%	0.1%	0.9%	-0.3%	0.6%	2.8%
COc1ccc(-c2nc(N)n(C(=O)c3ccc(C)cc3)n2)cc1	-1.3%	-3.0%	-7.6%	1.6%	-6.2%	-1.0%[53 µM]	3.4%[53 µM]	-16.2%
Cn1cc(S(=O)(=O)N2CCOCC2)cc1C(=O)Nc1ccc(Cl)c(C(F)(F)F)c1	/	/	-3.2%	/	-5.2%	-5.3%	-6.5%	/
COc1cc(NC(=O)CCn2c(=O)[nH]c3ccsc3c2=O)cc(OC)c1	-1.2%	0.7%	-2.8%	-0.9%	2.6%	-2.7%	-9.8%	?
CC(=O)NC1=NC(=O)C(C)S1 (centres undefined)	3.7%	-14.0%	-1.3%	-12.6%	-0.5%	-0.4%	-18.7%	-0.8%
Cc1cc(N(CC(=O)NC2CC2)S(C)(=O)=O)ccc1Br	17.0%	-19.8%	-0.8%	3.9%	-0.2%	-1.1%	3.2%	4.4%
CCN(CC)CCN1CCn2c3c(c4cc(C)ccc42)CCCC31 (centres undefined)	-11.0%	5.5%	?	9.4%	-7.4%	-2.3%	-1.0%	?
O=c1c(Cl)c(N2CCNCC2)cnn1C12CC3CC(CC(C3)C1)C2	/	-10.6%	-4.3%	-11.9%	5.5%	-1.7%	-3.0%	0.0%
COc1ccc(-c2ccnc(SCC(=O)N3CCN(c4ccccc4)CC3)n2)cc1	/	15.1%	/	-2.1%	-6.5%	-0.4%	-4.9%	11.0%
CCN(CC)S(=O)(=O)c1ccc(C)c(NC(=O)COc2ccc(Br)cc2Cl)c1	-2.7%	-1.9%	-8.1%	10.3%	?	-7.5%	4.9%	5.5%
CCOC(=O)c1[nH]c(C)c(CCC(=O)O)c1C	/	-12.3%	4.4%&-1.1%	5.8%&3.0%	4.2%&10.4%	-1.2%&-6.5%	-18.5%&4.1%	4.7%&-1.0%
O=c1cc(NS(=O)(=O)c2ccccc2)nc(SCc2ccc(Cl)cc2)[nH]1	-10.5%	2.4%	2.4%	-0.2%	12.6%	10.4%	-0.2%	2.1%
CCCCOc1ccc(CNC(=O)c2cnc3sc(N4CCCCCC4)nn3c2=O)cc1	/	/	8.8%	/	-0.9%	-3.5%	-3.6%	/
Cc1cc(NC(=O)CCC(=O)N(CC(=O)NCC2CCCO2)c2ccccc2C)no1 (centres undefined)	-7.8%	3.7%	1.0%	1.7%	1.8%	-1.4%	-2.7%	-2.5%
Cc1cc(C(=O)CN2C(=O)NC3(CCCCC3)C2=O)c(C)n1C	?	?	-6.1%	11.1%	12.6%	-1.5%	2.1%	-9.0%
NC1=NC[C@H](CC2CCCCC2)N1CCc1cc(C(F)(F)F)cc(C(F)(F)F)c1	/	?	-3.9%	-9.3%	-1.4%	0.3%	5.3%	1.2%
COc1ccc(C(=O)NNC(=O)c2ccncc2)cc1	7.2%	-9.3%	4.5%	-15.5%	-3.4%	-2.6%	-10.3%	-2.1%
Cc1cc(C)cc(NC(=O)Cn2c(C(F)(F)F)nc3ccccc32)c1	/	/	2.9%	/	-9.9%	0.3%	5.2%	/

Assay outcomes as filed in PubChem BioAssay.
